# Screening results from PubChem BioAssay.
# RGS4 inh = Inhibitors of Regulator of G Protein Signaling (RGS) 4: qHTS | Regulator of G-protein signaling 4 (Homo sapiens), P49798 | Transcreener GDP fluorescence polarization, RGS4-accelerated GTP hydrolysis | AID 504845, 2011 | 390,000 tested, 0.039% active | Potency, µM (top dose mostly 114 µM), without a hit: at the top dose activity change, negative = inhibition, actives largely listed as inhibitors; further: on the % scale 0 is the no-effect control and ±100 the full control effect; nearly all actives have a fitted effect of over 75% in size; some results filed as inactive show a strong effect at the top dose
#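 MLSMR compounds (23 nl, pin-transferred) preincubated 10 min at room temperature with a 500nM (2x) first reagent, then RGS4 at 900nM (2x) plus Transcreener GDP mix added; fluorescence polarization (620/688 nm) read before and after 90 min at 30 °C.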
# TrxR1 substrate = qHTS Assay for Substrates of Mammalian Selenoprotein Thioredoxin Reductase 1 (TrxR1): qHTS; purified TrxR1 substrate turnover, NADPH consumption readout; Thioredoxin reductase 1, cytoplasmic (Rattus norvegicus), O89049; 390,000 tested, 0.01% active; Potency, µM (highest dose often 114 µM), without a hit: at the top dose activity change, negative = substrate turnover; further: on the % scale 0 is the no-effect control and ±100 the full control effect; nearly all actives have a fitted effect of over 50% in size
# Target sequence (O89049 whole entry, looked up): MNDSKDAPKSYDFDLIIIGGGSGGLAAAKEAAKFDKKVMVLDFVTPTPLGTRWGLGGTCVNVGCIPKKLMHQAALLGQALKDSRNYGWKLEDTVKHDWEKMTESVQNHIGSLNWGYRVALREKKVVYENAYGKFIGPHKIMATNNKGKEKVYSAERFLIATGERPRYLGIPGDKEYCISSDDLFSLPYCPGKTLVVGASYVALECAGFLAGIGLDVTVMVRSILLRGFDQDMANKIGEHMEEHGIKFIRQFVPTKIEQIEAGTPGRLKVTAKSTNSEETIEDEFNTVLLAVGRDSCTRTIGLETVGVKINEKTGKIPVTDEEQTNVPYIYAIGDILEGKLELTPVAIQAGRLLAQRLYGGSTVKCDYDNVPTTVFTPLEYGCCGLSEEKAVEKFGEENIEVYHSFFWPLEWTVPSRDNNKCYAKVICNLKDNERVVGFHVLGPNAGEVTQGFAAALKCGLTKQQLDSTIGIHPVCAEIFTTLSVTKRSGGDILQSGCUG
#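 Rat TrxR1, dispensed at 90 nM, was prereduced with 400 uM NADPH (final) for 5 min at ~22 deg C, then incubated with compound 15 min before 400 uM selenite. A first-read NADPH fluorescence drop versus no-compound background flagged substrates.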
# Vif-A3F inh = qHTS for Inhibitors of Vif-A3F Interactions: qHTS. Potency, µM (doses to about 46.1 µM), without a hit: at the highest dose activity, negative = active. AID 602313, 2012. 390,000 tested, 0.2% active. HeLa A3F-eYFP + Vif (tagged APOBEC3F with the HIV-1 protein that degrades it), YFP fluorescence increase; further: % of control where 0% means no effect; nearly all actives have a fitted effect of over 65% in size
#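 Fluorescence increase (Ex 488/Em 500-530) after overnight compound treatment at 37 deg C flags inhibition of Vif-driven A3F-eYFP loss in stable HeLa A3F-eYFP/Vif cells seeded overnight beforehand.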
# RXFP1 agonist = qHTS Assay for Agonists of the Relaxin Receptor RXFP1; Relaxin receptor 1 (Homo sapiens), Q9HBX9; 370,000 tested, 0.3% active; HEK293T-RXFP1 cAMP TR-FRET, 30 min; response scale: percent of porcine relaxin response, buffer zero; Potency, µM (top dose mostly 57.5 µM), inactives show at the top dose activation, actives largely listed as activators; further: on the % scale 0 is the no-effect control and ±100 the full control effect; nearly all actives have a fitted effect of over 60% in size; many of its hits are not listed in these tables
#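 HEK293T cells stably expressing RXFP1 were pretreated with the PDE4 inhibitor Ro 20174, exposed to compounds for 30 min at 37C, lysed, and cAMP was read by TR-FRET. Data normalized to buffer (basal) and 29 nM porcine relaxin (100%).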
# USP1 inh = Inhibitors of USP1/UAF1: Primary Screen; Potency, µM (doses to about 57.1 µM), inactives show at the top dose activity change, negative = inhibition, most hits filed as inhibitors; recombinant USP1/UAF1, Ub-Rhodamine cleavage fluorescence; Ubiquitin carboxyl-terminal hydrolase 1 (Homo sapiens), O94782; 390,000 tested, 0.23% active; further: on the % scale 0 is the no-effect control and ±100 the full control effect; nearly all actives have a fitted effect of over 60% in size; inactives centre near -12
#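 USP1/UAF1 complex (1 nM) preincubated 15 min at room temperature with compound, then Ub-Rho substrate (150 nM final) added. Kinetic fluorescence at 480/540 nm over 6 reads at 60 s intervals; 50 mM HEPES pH 7.8, 0.5 mM EDTA, 0.1 mg/ml BSA, 1 mM TCEP, 0.01% Tween-20.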
# mIDH1 inhibitor = qHTS for Inhibitors of mutant isocitrate dehydrogenase 1 (IDH1): qHTS; Potency, µM (highest dose often 76.6 µM), for inactives: at the highest dose activity change, negative = inhibition, actives largely listed as inhibitors; 390,000 tested, 0.093% active; AID 602179, 2012; IDH1-R132H enzyme, NADPH consumption, diaphorase/resazurin fluorescence; further: on the % scale 0 is the no-effect control and ±100 the full control effect; nearly all actives have a fitted effect of over 65% in size
#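 IDH1-R132H (0.5 ug/mL dispensed) in pH 7.5 Tris buffer was preincubated 30 min with compound, then given a substrate mix of 0.016 mM NADPH and 2 mM alpha-KG for 80 min at room temperature; remaining NADPH was read by diaphorase/resazurin fluorescence.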
# 12-LOX inh = Primary qHTS assay for inhibitors of human arachidonate 12S-lipoxygenase (ALOX12): Round 2 | Polyunsaturated fatty acid lipoxygenase ALOX12 (Homo sapiens), P18054 | purified 12hLO, xylenol orange hydroperoxide absorbance | Potency, µM (doses to about 108 µM), for inactives: top-dose activity change, negative = inhibition, hits mostly inhibitors | 580,000 tested, 1.1% active | AID 1671190, 2021; further: on the % scale 0 is the no-effect control and ±100 the full control effect
#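 Purified human 12hLO (150 nM final) in 25 mM Hepes, 0.01% Triton X-100, pH 7.0 was preincubated 15 min at room temperature with compound. Then 40 uM arachidonic acid was added, 30 min. Hydroperoxide was read by Fe-XO absorbance ratio 573/405 nm.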
# TrxR1 inh = qHTS Assay for Inhibitors of Mammalian Selenoprotein Thioredoxin Reductase 1 (TrxR1): qHTS; 390,000 tested, 1% active; recombinant rTrxR1, NADPH fluorescence consumption, selenite substrate; Potency, µM (highest dose often 114 µM), for the others: top-dose activity change, negative = inhibition, hits mostly inhibitors; Thioredoxin reductase 1, cytoplasmic (Rattus norvegicus), O89049; further: on the % scale 0 is the no-effect control and ±100 the full control effect; nearly all actives have a fitted effect of over 65% in size
#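 Rat TrxR1 (90 nM in the dispensed reagent) was pre-reduced with 400 uM NADPH for 5 min at room temperature, then incubated with compound for 15 min. After 400 uM selenite was added, NADPH fluorescence (Ex 340/Em 450 nm) was followed for 8 min.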
# Vif-APOBEC3G blk = qHTS for Inhibitors of Vif-A3G Interactions: qHTS; HeLa A3G-eYFP + Vif (tagged APOBEC3G with the HIV-1 protein that degrades it), YFP fluorescence, overnight; 410,000 tested, 0.076% active; AID 602310, 2012; Potency, µM (highest dose often 46.1 µM), for the others: top-dose activity, negative = active, actives largely listed as inhibitors; DNA dC->dU-editing enzyme APOBEC-3G (Homo sapiens), Q9HC16;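 further: on the % scale 0 is the no-effect control and ±100 the full control effect; nearly all actives have a fitted effect of over 60% in size; hits raise eYFP signal because A3G escapes Vif-driven loss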
# Target sequence (Q9HC16 whole entry, looked up): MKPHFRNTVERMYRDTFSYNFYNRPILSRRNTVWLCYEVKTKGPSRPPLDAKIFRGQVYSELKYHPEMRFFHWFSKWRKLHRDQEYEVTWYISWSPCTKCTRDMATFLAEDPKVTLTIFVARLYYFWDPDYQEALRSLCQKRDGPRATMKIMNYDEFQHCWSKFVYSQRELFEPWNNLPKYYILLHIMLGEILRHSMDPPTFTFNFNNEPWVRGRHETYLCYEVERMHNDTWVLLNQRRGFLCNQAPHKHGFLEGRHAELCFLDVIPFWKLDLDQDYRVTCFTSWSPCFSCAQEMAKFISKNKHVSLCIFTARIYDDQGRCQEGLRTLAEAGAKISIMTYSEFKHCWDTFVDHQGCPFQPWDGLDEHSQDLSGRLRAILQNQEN
#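 Read-out is eYFP fluorescence (Ex 488/Em 500-530) from Vif-expressing HeLa A3G-eYFP cells; more signal means A3G escaped Vif-mediated degradation. Cells plated overnight, compound pinned in, incubated overnight at 37 deg C.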
# Numbers without * were called inactive; ? = inconclusive; nt = not tested or not shown; [ ] = another dose, or the depositor's remark. The call rests on the fitted dose curve; in most records, active means well fitted curve in the direction sought with a large enough effect; inconclusive means small, poorly fitted or top-dose-only effect, or another doubt; inactive means no such curve, though single readings can be large; an effect the other way counts as inactive or inconclusive. Potency means the concentration at half of the fitted maximal effect.
# The line under a structure holds: RGS4 inh	TrxR1 substrate	Vif-A3F inh	RXFP1 agonist	USP1 inh	mIDH1 inhibitor	12-LOX inh	TrxR1 inh	Vif-APOBEC3G blk
- C[C@H]1CN=C(Nc2ccccc2)N1CCCC1CCCCC1
→ -9%	-2%	0%	0.7%	?	-2%	16%	2%	6%
- CCN(CC(=O)Nc1cc(Cl)ccc1C)C(=O)c1ccc2c(c1)NC(=O)C(C)S2 (stereo not given)
→ 2%	-4%	3%	2.3%	?	3%	-24%	0%	-9%
- O=[N+]([O-])c1cnc(Nc2ccc(Cl)cn2)c([N+](=O)[O-])c1
→ 7%	-7%	1%	-0.3%	-19%	0%	0%	-4%	-12%
- O=C(CN(Cc1ccccc1Cl)C(=O)c1ccc(CN2CCOCC2)o1)NCC1CCCO1 (stereo not given)
→ -23%	-3%[57.1 µM]	-2%	-5.1%	0%	11%	0%	-7%[57.1 µM]	-1%
- Cc1ccc2c(cnn2C(=O)CCC(=O)NCc2cccc(Cl)c2)c1
→ -24%	5%[57.1 µM]	-1%	4.8%	-9%	-2%	27%	1%[57.1 µM]	4%
- O=C(c1ccccc1NS(=O)(=O)c1ccc(Br)cc1)N1CCOCC1
→ -20%	-3%	-20%	1.5%	-17%	7%	-3%	7%	-3%
- O=C(NCC(c1ccc2c(c1)OCO2)N1CCOCC1)C(=O)Nc1cccc(Cl)c1 (stereo not given)
→ -7%	2%[57.1 µM]	-18%	2.7%	-3%	-2%	-18%	30%[57.1 µM]	1%
- COc1ccc(S(=O)(=O)N2CCCCC2)cc1NC(=O)CCCOc1ccc(C)cc1
→ -9%	1%	2%	1.9%	-10%	4%	18%	8%	-4%
- CC(C)(C)c1cc(NS(=O)(=O)c2ccc(Br)s2)no1
→ 6%	-3%	-7%	2.1%	-21%	5%	?	-8%	4%
- Cc1ccc(NC(=O)CCC(=O)NNC(=O)NC23CC4CC(CC(C4)C2)C3)cc1C
→ 10%	-10%	11%	0.3%	-28%	2%	29%	-5%	4%
- Cc1cc(SCc2ccc([N+](=O)[O-])cc2)nc(=O)[nH]1
→ -39%	1%	-19%	-0.1%	-2%	-7%	-19%	?	-1%
- Brc1ccc(C2=CC(c3ccco3)n3nnnc3N2)cc1 (stereo not given)
→ -7%	6%[57.1 µM]	3%	-0.7%	-18%	3%	?	17%[57.1 µM]	1%
- CCC(=O)Nc1c(C)cc(C)cc1Cl
→ -12%	8%	3%	2.6%	-17%	0%	-7%	21%	3%
- COc1cc(CN(C(=O)c2ccccc2[N+](=O)[O-])c2ccccn2)cc(OC)c1OC
→ -8%	-1%	4%	-0.4%	-32%	6%	-12%	21%	-1%
- C[C@@H]1CN([C@H](C)CO)C(=O)c2cc(NC(=O)Cc3cn(C)c4ccccc34)ccc2O[C@H]1CN(C)C(=O)Nc1ccc2c(c1)OCO2
→ 0%	1%	-2%	nt	-1%	-9%	-26%	-1%	-7%
- CC(C)(C)S(=O)(=O)Cc1nc(-c2ccc(Cl)c(Cl)c2)cs1
→ 19%	3%[57.1 µM]	3%	-0.3%	-12%	-2%	44%[activator]	16%[57.1 µM]	-2%
- COC(=O)c1ccc(Nc2nc(C)cc(C)n2)cc1
→ -20%	3%	-7%	?	-16%	10%	3%	-1%	2%
- Cc1ccc(OCCCn2c(-c3ccc(Cl)cc3)nc3ccccc3c2=O)c(C)c1
→ 4%	-1%	-2%	5.0%	-13%	13%	?	11%	2%
- CCOC(=O)C[N+]1(C)CCN(C(C)=O)CC1
→ 2%	5%	3%	1.7%	-23%	-7%	0%	16%	-3%
- O=c1cc(N2CCN(c3ccccc3)CC2)[nH]c(=O)n1C1CCCCC1
→ 11%	0%	-4%	2.2%	-2%	-4%	3%	22%	6%
- CC(=O)N1N=C(c2ccc([N+](=O)[O-])cc2)CC1c1ccccc1Cl (stereo not given)
→ -5%	-6%	0%	-0.4%	-11%	2%	?	15%	1%
- COCCN(C(=O)CCC(=O)Nc1cc(C)on1)C(C(=O)NC1CCCC1)c1ccccc1C (stereo not given)
→ -20%	7%	5%	-0.6%	-11%	3%	0%	6%	-2%
- Cc1c(C(=O)N2CCCC2)c(S(=O)(=O)N2CCCCC2)c(C)n1C
→ 25%[11.4 µM]	3%	-14%	-2.4%	-8%	-7%	1%	18%	3%
- O=C(O)[C@@H]1CCCC[C@@H]1C(=O)N1CCc2ccccc2C1CN1C(=O)c2ccccc2C1=O (stereo not given in full)
→ -1%	1%	-1%	0.3%	-20%	1%	0%	7%	1%
- O=C(NCc1ccco1)c1cccn2c(=O)c3sccc3nc12
→ -18%	-7%	-1%	nt	-28%	7%	-13%	-8%	-1%
- Cc1cc(C)c2cc(CN(CCN(C)C)C(=O)Nc3ccccc3Cl)c(=O)[nH]c2c1
→ -13%	7%[57.1 µM]	-1%	-0.9%	-18%	3%	-3%	7%[57.1 µM]	-10%
- NCCCC[C@H](NC(=O)C1CCNCC1)c1nnc([C@@H](N)Cc2ccc(O)cc2)o1
→ -7%	0%[57.1 µM]	10%	0.1%	?	-7%	1%	-15%[57.1 µM]	2%
- C/C(=N\Nc1ccc(S(N)(=O)=O)cc1[N+](=O)[O-])c1ccco1
→ -12%	-6%	10%	-27%	-3%	4%	-2%	-19%	5%
- COc1ccc(NC(=S)Nc2ccc(S(=O)(=O)N3CCOCC3)cc2)c(OC)c1
→ -51%	-7%	2%	1.3%	-12%	3%	-7%	-34%	-2%
- CCCCCCCCCC1NC(C(=O)O)Cc2c1[nH]c1ccccc21 (stereo not given)
→ nt	nt	-8%	nt	-18%	9%	?	nt	-4%
- COCCN1C(=O)CC(NNC(=O)c2ccc(S(=O)(=O)N3CCCC3)cc2)C1=O (stereo not given)
→ 8%	-3%[57.1 µM]	15%	-1.0%	-20%	15%	1%	0%[57.1 µM]	3%
- CC[C@]12c3[nH]c4ccc(Cl)cc4c3CCN1C(=O)[C@@H](CC(=O)NCC13CC4CC(CC(C4)C1)C3)C[C@@H]2C(=O)N1CCN(C(=O)c2ccco2)CC1
→ 38%	-2%	-2%	nt	-3%	-4%	?	21%	0%
- Cn1cccc1C(=O)OCC(=O)c1cc2ccccc2o1
→ 29%	-2%	-10%	1.1%	-5%	4%	-28%	-6%	0%
- CCCCC(CC)C(=O)Nc1cccc(SC)c1 (stereo not given)
→ -14%	-19%[11.4 µM]	3%	-0.7%	-4%	14%	3%	24%[11.4 µM]	-5%
- CCN(CC)S(=O)(=O)c1ccc(NC(=O)c2cc(=O)[nH]c3ccccc23)cc1
→ -9%	4%	-6%	-0.5%	-25%	-10%	2%	19%	-1%
- COc1ccc(NC(=O)c2cccc(N3C(=O)c4cccc([N+](=O)[O-])c4C3=O)c2)cc1
→ 22%	-9%	-5%	-3.0%	-21%	-19%	-49%	-8%	4%
- COc1ccc(C2/C(=C(/O)c3ccccc3)C(=O)C(=O)N2CO)cc1 (stereo not given)
→ -10%	-2%[57.1 µM]	6%	0.7%	-5%	2%	?	-9%[57.1 µM]	0%
- CC1(C)CC(=O)N(CC(=O)NCc2ccccc2)c2ccccc2S1(=O)=O
→ -3%	5%[57.1 µM]	-4%	0.5%	-8%	-5%	21%	8%[57.1 µM]	-2%
- C/C(=N\Nc1nc(N2CCCCC2)nc(N2CCOCC2)n1)c1ccccc1O
→ 8%	-5%[57.1 µM]	-14%	-0.2%	-27%	-4%	-1%	3%[57.1 µM]	-13%
- CCn1cc(C(=O)NC(C)C23CC4CC(CC(C4)C2)C3)cn1 (stereo not given)
→ 26%	-9%	-16%	1.1%	-5%	5%	-4%	-6%	0%
- CC(C)(C)c1ccc(S(=O)(=O)n2c(CN3CCOCC3)nc3ccccc32)cc1
→ 21%	5%[57.1 µM]	1%	0.0%	0%	6%	-2%	37%[activator][57.1 µM]	1%
- COc1cccc(-c2ncc3ccccc3c2COC(=O)c2ccc(C(C)(C)C)cc2)c1
→ 15%	3%[57.1 µM]	3%	2.4%	-23%	-15%	-11%	5%[57.1 µM]	-3%

# A portion of the library; rates above refer to the full screens.
